Jurkat NFkB inh – inhibitors of the PMA/ionomycin-induced NF-kB reporter in Jurkat cells; PMA/ionomycin-induced NF-kB luciferase reporter, luminescence; inhibition, % at 4 µM; 330,000 compounds, 0.53% hits; AID 435003; in the data active = inhibition above about 50%
EBI2 antag – blocks human EBI2 receptor beta-arrestin signaling; EBI2 beta-arrestin recruitment, luminescence, 7a,25-OHC stimulated; inhibition, % at 5 µM; 360,000 compounds, 0.81% hits; AID 651636; in the data active = inhibition above about 38%;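 also: enzyme fragment complementation signal reports receptor beta-arrestin coupling in cells; 0% = agonist plus DMSO wells and 100% = wells without agonist; some results beyond the cut were filed as inactive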
Target sequence (P32249 whole entry, looked up, the tested form may be a part): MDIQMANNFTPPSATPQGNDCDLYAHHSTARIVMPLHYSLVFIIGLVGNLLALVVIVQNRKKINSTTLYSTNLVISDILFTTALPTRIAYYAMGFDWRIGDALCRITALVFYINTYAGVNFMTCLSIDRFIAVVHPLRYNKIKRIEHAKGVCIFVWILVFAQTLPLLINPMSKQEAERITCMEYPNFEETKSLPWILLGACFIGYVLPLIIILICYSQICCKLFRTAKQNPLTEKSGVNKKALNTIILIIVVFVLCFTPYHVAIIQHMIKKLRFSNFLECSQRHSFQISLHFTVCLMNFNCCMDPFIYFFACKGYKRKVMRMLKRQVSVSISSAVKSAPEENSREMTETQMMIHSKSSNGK
CXCR6 block – blocks human CXCR6 beta-arrestin recruitment. CHO-K1 PathHunter CXCR6 beta-arrestin, luminescence. 360,000 compounds, 0.36% hits. AID 602244. inhibition, % at 20 µM; in the data active = inhibition above about 34%, passing the limit was not always enough;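 also: antagonist mode with CXCL16 agonist at 10 nM final; 0% = 10 nM CXCL16 with DMSO and 100% = unstimulated wells without agonist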
697 NFkB inh – lowers PMA/ionomycin-induced NF-kB signal in 697 B cells. 697 B-cell NF-kB luciferase reporter, 16 h. inhibition, % at 4 µM. 330,000 compounds, 0.33% hits. AID 435022; in the data active = inhibition above about 35%
APJ antagonist – blocks the human apelin receptor APJ | P35414 | CHO-K1 APJ beta-arrestin complementation, luminescence | inhibition, % at 20 µM | 330,000 compounds, 0.32% hits | AID 2521;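 active = inhibition above about 40% at 20 µM, limit read from the data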;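 also: cells challenged with 10 nM apelin-13 agonist together with compound; plate controls were apelin-13 plus DMSO wells for no effect and DMSO wells lacking apelin-13 for full effect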
Target sequence (P35414 whole entry, looked up): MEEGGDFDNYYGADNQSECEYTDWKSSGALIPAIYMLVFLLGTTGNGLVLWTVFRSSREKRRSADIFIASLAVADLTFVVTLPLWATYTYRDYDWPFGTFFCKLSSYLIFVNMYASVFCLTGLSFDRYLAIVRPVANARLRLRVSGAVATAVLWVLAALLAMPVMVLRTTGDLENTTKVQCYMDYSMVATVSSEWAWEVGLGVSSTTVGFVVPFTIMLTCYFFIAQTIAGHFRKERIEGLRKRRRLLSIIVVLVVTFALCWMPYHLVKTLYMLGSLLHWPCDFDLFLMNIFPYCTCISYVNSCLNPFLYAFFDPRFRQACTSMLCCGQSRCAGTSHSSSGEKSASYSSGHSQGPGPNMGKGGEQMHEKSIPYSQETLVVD
UBC13 inh – inhibitors of human UBC13 polyubiquitin chain formation. P61088. TR-FRET. inhibition, % at 20 µM. 330,000 compounds, 0.47% hits. AID 485273; in the data active = inhibition above about 45%, passing the limit was not always enough
Target sequence (P61088 whole entry, looked up): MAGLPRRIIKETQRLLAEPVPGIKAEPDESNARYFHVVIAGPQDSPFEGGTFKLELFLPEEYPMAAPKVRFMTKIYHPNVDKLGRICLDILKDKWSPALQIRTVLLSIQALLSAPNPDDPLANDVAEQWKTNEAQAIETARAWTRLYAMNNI
CCR6 antag – CCR6 (human) receptor antagonism | P51684 | inhibition, % at 20 µM | AID 493098 | CHO-K1 CCR6 PathHunter beta-arrestin, luminescence, CCL20-stimulated | 340,000 compounds, 0.49% hits;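 active = compounds whose inhibition of the agonist-driven luminescence signal at 20 µM reaches about 50%, limit read from the data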;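 also: cells stimulated with CCL20 at 14 nM final; plate controls were DMSO with CCL20 for no effect and DMSO without agonist for full effect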
Gli-Sufu block – blocks Gli-Sufu signaling in a luciferase reporter | Sufu-KO-LIGHT fibroblasts, Gli luciferase reporter luminescence | inhibition, % at 5 µM | 340,000 compounds, 0.74% hits;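 active = inhibition above about 55%, limit read from the data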;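 also: 0% = DMSO-treated cells and 100% = wells with medium but no cells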
An asterisk follows results filed as active; nt = no result given. Rows are unselected, and some 3% of all compounds hit somewhere here.

Start of the listing, in advance, 3 compounds:
molecule,Jurkat NFkB inh,EBI2 antag,CXCR6 block,697 NFkB inh,APJ antagonist,UBC13 inh,CCR6 antag,Gli-Sufu block
CC1CC1C(=O)OCC(=O)Nc1ccccc1Oc1ccccc1 (stereo not drawn),-11,-1,-4,-3,2,-8,6,-2
Cc1ccccc1C(=O)Nc1cccc(-c2ccc(N3CCOCC3)nn2)c1,-37,-2,-5,-51,-8,4,-1,-61
Nc1ncnc2c1ncn2[C@@H]1O[C@H](CNCc2ccccc2OCC(=O)N2CCCCC2)[C@@H](O)[C@H]1O,-6,-10,-14,11,-18,7,-1,3

Main list, from the start:
molecule,Jurkat NFkB inh,EBI2 antag,CXCR6 block,697 NFkB inh,APJ antagonist,UBC13 inh,CCR6 antag,Gli-Sufu block
CC1CC1C(=O)OCC(=O)Nc1ccccc1Oc1ccccc1 (stereo not drawn),-11,-1,-4,-3,2,-8,6,-2
Cc1ccccc1C(=O)Nc1cccc(-c2ccc(N3CCOCC3)nn2)c1,-37,-2,-5,-51,-8,4,-1,-61
Nc1ncnc2c1ncn2[C@@H]1O[C@H](CNCc2ccccc2OCC(=O)N2CCCCC2)[C@@H](O)[C@H]1O,-6,-10,-14,11,-18,7,-1,3
Cc1ccc2c(c1)C=CC(C#N)N2C(=O)c1ccccc1 (stereo not drawn),55*,7,11,-40,3,3,19,9
CC(=O)c1c(C)n(-c2ccc(Br)cc2)c2ccc(O)cc12,10,2,-2,2,2,-6,5,-11
CC1(NC(=O)NCc2ccccc2)CCS(=O)(=O)C1 (stereo not drawn),11,-7,-2,15,7,7,-9,-1
COc1ccc(CCCC(=O)NCCc2ccccc2)cc1,-7,-1,-6,6,4,2,0,-6
COC(=O)N1C(=O)[C@@](c2ccccc2)(C2CCCCC2)N1C(=O)OC,-8,18,13,-19,11,4,24,21
O=C(Nc1cccc2c1CCCC2)c1ccccc1F,6,2,7,-4,15,-4,18,3
O=C(NCCc1ccccc1)C(=O)NCC1OCCN1S(=O)(=O)c1ccccc1 (stereo not drawn),0,-2,1,-4,-4,-8,13,1
Cc1cc(NC(=O)CSc2nc3c(c(=O)n2CCc2ccccc2)SC(C)C3)no1 (stereo not drawn),15,12,7,-7,9,-2,14,1
COc1cc(/C=N/NC(=S)Nc2cccnc2)cc(OC)c1O,-8,0,-18,15,-37,-12,0,-3
Cc1ccc(NN2C(=O)C=CC2=O)cc1,20,-9,1,-50,-19,-22,4,-6
Cc1ccc(OCC(=O)NCc2ccco2)cc1C,5,-11,-1,-7,13,-4,-2,2
CC1C/C(=C\c2cccnc2)C(=O)/C(=C/c2cccnc2)C1 (stereo not drawn),nt,-6,25,nt,nt,nt,20,-6
CCc1n[nH]c(=S)n1/N=C/c1c(O)ccc2ccccc12,0,-5,6,2,-6,-2,30,-8
CCOC(=O)NC(=O)CSc1nnnn1-c1ccc(C)cc1,4,-1,0,18,20,-1,-1,7
Oc1c(Cl)cc(Cl)cc1C=Nc1ccccc1N1CCCC1,6,nt,nt,10,-14,4,nt,nt
Cc1cc(NC(=O)c2cc(-c3ccco3)on2)n(-c2ccccc2)n1,2,6,6,18,-12,0,-8,9
CCOC(=O)C1=C(NC#N)OC(C)=C(C)C1c1ccc(O)cc1 (stereo not drawn),12,-1,6,0,15,-4,7,-6
O=C(COc1ccccc1)NNc1c2ccccc2nc2ccccc12,2,4,-2,-35,-10,-71,14,35
Nc1c(C(=O)c2ccc(Cl)cc2)sc2nsc(SCCN3CCOCC3)c12,10,6,6,-1,21,-6,14,12
COc1cc(CN(CC(C)C)S(=O)(=O)c2ccccc2Br)cc(OC)c1,nt,23,8,21,nt,nt,29,-111
FC(F)(F)c1ccnc(Oc2ccc(C3=NCCS3)cc2)c1,-146,9,3,-178,6,8,4,7
CNC(=S)NNC(=O)c1ccc(=O)n(Cc2cccc(C(F)(F)F)c2)c1,-11,-9,8,1,2,-4,-6,2
CC(C)CC(=O)N(c1nnc(-c2cccnc2)s1)C1CCCC1,-2,-9,7,-2,6,4,18,-14
Cc1ccc(S(=O)(=O)c2nc(Nc3ccccc3C#N)sc2Cl)cc1,17,2,-5,-25,-8,2,2,12
Cc1ccc(-n2nc3c(c2NC(=O)CCC2CCCCC2)CS(=O)C3)cc1 (stereo not drawn),-1,2,2,2,9,-3,5,4
Cc1ccc(NC(=O)CNc2cc(S(=O)(=O)N3CCOCC3)ccc2NCC2CCCO2)cc1F (stereo not drawn),-2,-2,-10,3,-25,-9,7,1
O=C1CCCC2=C1C(c1ccsc1)CC(=O)N2c1ccccc1 (stereo not drawn),-19,-14,3,17,-2,-8,6,1

Six compounds picked at random from the list so far:
molecule,Jurkat NFkB inh,EBI2 antag,CXCR6 block,697 NFkB inh,APJ antagonist,UBC13 inh,CCR6 antag,Gli-Sufu block
COC(=O)N1C(=O)[C@@](c2ccccc2)(C2CCCCC2)N1C(=O)OC,-8,18,13,-19,11,4,24,21
CC1CC1C(=O)OCC(=O)Nc1ccccc1Oc1ccccc1 (stereo not drawn),-11,-1,-4,-3,2,-8,6,-2
Cc1ccc(S(=O)(=O)c2nc(Nc3ccccc3C#N)sc2Cl)cc1,17,2,-5,-25,-8,2,2,12
CCOC(=O)NC(=O)CSc1nnnn1-c1ccc(C)cc1,4,-1,0,18,20,-1,-1,7
O=C(COc1ccccc1)NNc1c2ccccc2nc2ccccc12,2,4,-2,-35,-10,-71,14,35
CCOC(=O)C1=C(NC#N)OC(C)=C(C)C1c1ccc(O)cc1 (stereo not drawn),12,-1,6,0,15,-4,7,-6

Carrying on:
molecule,Jurkat NFkB inh,EBI2 antag,CXCR6 block,697 NFkB inh,APJ antagonist,UBC13 inh,CCR6 antag,Gli-Sufu block
COc1cc(C(=O)Nc2ccc(C)cc2)c(-n2cnnn2)cc1OC,6,1,2,22,-17,4,0,-4
O=C1/C(=C/c2ccc(Cl)cc2)SC(=S)N1CCC(=O)N1CCCCC1CCO (stereo not drawn),5,7,-18,2,11,5,10,6
O=C(O)Cc1ccc(NCc2ccccc2Cl)cc1,-4,-13,-10,-9,20,-3,12,-11
COCCn1c(C)cc(C(=O)COc2ccc(N(C)S(=O)(=O)c3ccc(C)cc3)cc2)c1C,4,16,14,-17,7,-1,14,5
CCOC(=O)CON1C(=O)C(=O)N(OCC(=O)OCC)C2CCCCC21 (stereo not drawn),0,4,-7,14,0,0,11,-1
Cc1ccc(S(=O)(=O)c2cc3c(=O)n4ccccc4nc3n(Cc3ccco3)c2=N)cc1,3,16,16,-14,20,-2,21,20
CCN1CCN(Cc2ccc(NC(=O)Nc3ccccc3Cl)cc2)CC1,-145,1,1,-50,2,-6,6,-29
COc1ccccc1C(=O)NNC1=NS(=O)(=O)c2ccccc21,7,-3,-3,-17,13,-5,-5,-12
CC(=O)Nc1cccc(NC(=O)c2ccc(C(=O)Nc3cccc(NC(C)=O)c3)nc2)c1,-29,-3,-4,-37,-4,-9,0,11
CNC(=O)c1c(NC(=O)c2ccco2)sc2c1CCC2,-27,15,3,-39,-6,-4,14,-9
CCN(CC)CCCNC(=O)c1cc(-c2cccc(Cl)c2)on1,-11,-4,1,-2,29,3,8,-2
O=c1oc([C@@H](O)c2ccccc2)cc2ccccc12,12,-12,-14,-8,6,11,11,-21
CCN(CC)S(=O)(=O)c1ccc(Cl)c(NC(=O)COC(=O)c2nc3nc(C)cc(C)n3n2)c1,-7,3,-16,-1,-1,0,7,4
COc1ccc(OC)c(CNC(=O)CCn2c(=O)c3cccn3c3ccc(F)cc32)c1,-5,-15,0,-35,16,2,18,-16
CCOC(=O)c1cn(CC(=O)Nc2ccc(C(C)C)cc2)nn1,-1,0,-1,-1,-16,-6,-5,-3
CN(C)S(=O)(=O)Oc1cc(Cl)ccc1C(=O)Nc1ccc(F)cc1F,-1,8,4,1,-2,7,5,6
COc1ccc(Br)cc1S(=O)(=O)N1CCN=C1c1ccccc1,14,5,-2,6,-1,-2,6,11
COC(=O)c1ccc(COc2ccc(C(C)(C)C)cc2)o1,-24,-6,4,-92,9,-7,9,-121
OC1COC(c2ccccc2)OC1C(O)C1OC(c2ccccc2)OCC1O (stereo not drawn),nt,-2,4,nt,nt,nt,8,6
Cc1cccc(Oc2ncnc3onc(C)c23)c1,4,-25,0,13,4,3,1,1
COc1cccc(CN(C)CC(=O)Nc2cc(S(=O)(=O)N3CCCC3)ccc2Cl)c1OC,9,-5,0,-12,19,-4,18,36
c1ccc(-n2ncc3c(NCc4ccccn4)ncnc32)cc1,-13,-2,0,4,-4,-6,-2,-20
CCOC(=O)c1ccc(Nc2cc(C)nc(N3CCOCC3)n2)cc1,-3,34,-17,7,1,4,-10,9
CCOC(=O)c1ccc(-c2csc(NC(=O)CN3CCC(C)CC3)n2)cc1,9,-1,4,-10,-4,3,-12,-6
Cc1ccc(S(=O)(=O)N2CCOC2CNC(=O)C(=O)NCc2ccncc2)cc1 (stereo not drawn),-1,-1,4,-6,1,-4,5,4
O=C(Nc1ccc2c(c1)C(=O)OC2)c1ccc(Cl)cc1Cl,-24,-3,-2,-32,-22,5,4,1
CCOC(=O)c1[nH]c(C)c(C(=O)NCCC2=CCCCC2)c1C,-43,7,3,-28,2,5,-7,1
O=C(O)c1ccc(NC(=O)c2ccccc2NC(=O)c2cccc(Br)c2)cc1,12,-7,11,13,15,-4,-2,-11
O=C(Nc1ncnc2c1CCC2)C12CC3CC(CC(C3)C1)C2,-13,-26,-5,6,10,1,6,-1
COCCNC(=O)C1(C)C=CC2(CCCCC2)N1C(=O)c1ccccc1 (stereo not drawn),-10,-1,5,9,-6,-2,-2,1
COCCn1cnc2cc(C)c(C)cc21,5,-4,-4,-10,-4,1,9,-16
Clc1ccc(/C=N/Nc2ncnc3nc[nH]c23)cc1,-41,9,0,-76,-11,-2,6,-27
CC(C)Cn1cnc2c(c(-c3ccccc3)c(-c3ccccc3)n2Cc2ccco2)c1=N,30,16,3,-29,4,39,5,21
CC(C)(C)SCCNC(=O)c1ccc(Cl)c([N+](=O)[O-])c1,4,-3,4,6,3,3,5,nt
CC1CCN(C(=O)c2cccc(NC(=O)c3cccs3)c2)CC1,-9,-7,3,-19,-1,-1,10,2
N=c1c2c(ncn1CCN1CCOCC1)Oc1cc(O)ccc1C2c1ccccc1 (stereo not drawn),8,3,-9,10,21,1,13,4
CC(C)(C)c1cc(P(=O)(c2ccccc2)c2ccccc2)ccc1O,4,-8,18,10,11,30,13,1
COc1cccc(N=C2NC(=O)/C(=C/c3cc([N+](=O)[O-])ccc3O)S2)c1,-51,16,26,-13,41*,-62,35,7

From PubChem
